PDI turbidity: PDI (human) enzyme inhibition; P07237; PDI insulin aggregation turbidity, A650, 90 min; inhibition, % at 10 µM; 0.052% of 350,000 active; AID 588391;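 active = mean inhibition across replicates of 30% or more, whatever share of single replicates reach that level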;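 also: absorbance from insulin aggregation driven by PDI reduction with DTT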
Target sequence (P07237 whole entry, looked up): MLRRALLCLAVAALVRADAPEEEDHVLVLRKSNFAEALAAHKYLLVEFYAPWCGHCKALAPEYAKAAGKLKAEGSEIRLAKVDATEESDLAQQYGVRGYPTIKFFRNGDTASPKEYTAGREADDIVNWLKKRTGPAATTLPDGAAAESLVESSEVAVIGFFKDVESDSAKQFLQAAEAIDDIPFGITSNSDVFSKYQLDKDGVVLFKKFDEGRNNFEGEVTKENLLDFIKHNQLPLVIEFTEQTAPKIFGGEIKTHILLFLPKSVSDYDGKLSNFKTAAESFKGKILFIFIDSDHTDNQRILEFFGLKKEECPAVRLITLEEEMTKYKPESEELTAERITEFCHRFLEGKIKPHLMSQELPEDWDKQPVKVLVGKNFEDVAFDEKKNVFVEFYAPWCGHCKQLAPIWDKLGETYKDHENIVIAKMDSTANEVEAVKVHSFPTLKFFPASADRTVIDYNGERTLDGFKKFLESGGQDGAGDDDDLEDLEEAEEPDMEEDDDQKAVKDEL
N-glyco inh: blocks N-linked glycosylation in D54 reporter cells; D54 ERlucT glycosylation luciferase reporter, 24 h; percent of 100 nM tunicamycin response; reporter increase, % at 12.5 µM; 0.23% of 360,000 active;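 active = mean luciferase reporter signal, scaled so untreated is 0 and the glycosylation-blocking control 100, at or above a set limit in every replicate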;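 also: luciferase carries N-glycosylation sites so blocking glycosylation raises the light; 0% = median of neutral control wells and 100% = median of 100 nM tunicamycin wells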
H9c2 protect: protects H9c2 cardiomyocytes from peroxide injury; H2O2 injury protection, ATPLite, 2 h; AID 588492; 0.63% of 360,000 active; protection from H2O2 cell death, % at 20 µM;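 active = compounds giving at least 50% protection of heart cells from peroxide-induced death in the single-dose screen, raw or plate-pattern-corrected value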;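 also: 0% = DMSO wells with peroxide and 100% = DMSO wells without peroxide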
HTR2A ag: agonists of mouse serotonin 5-HT2A receptor (HTR2A) | P35363 | CHO-K1 mHTR2A beta-arrestin complementation, luminescence; percent of 30 µM serotonin response | activation, % at 7.6 µM | 0.66% of 360,000 active;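 active = activation above a run cutoff, the mean activation of all tested compounds plus 3 SD, cut at about 14% in these data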;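 also: 0% = plate median of compound wells and 100% = 30 µM serotonin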
Target sequence (P35363 whole entry, looked up): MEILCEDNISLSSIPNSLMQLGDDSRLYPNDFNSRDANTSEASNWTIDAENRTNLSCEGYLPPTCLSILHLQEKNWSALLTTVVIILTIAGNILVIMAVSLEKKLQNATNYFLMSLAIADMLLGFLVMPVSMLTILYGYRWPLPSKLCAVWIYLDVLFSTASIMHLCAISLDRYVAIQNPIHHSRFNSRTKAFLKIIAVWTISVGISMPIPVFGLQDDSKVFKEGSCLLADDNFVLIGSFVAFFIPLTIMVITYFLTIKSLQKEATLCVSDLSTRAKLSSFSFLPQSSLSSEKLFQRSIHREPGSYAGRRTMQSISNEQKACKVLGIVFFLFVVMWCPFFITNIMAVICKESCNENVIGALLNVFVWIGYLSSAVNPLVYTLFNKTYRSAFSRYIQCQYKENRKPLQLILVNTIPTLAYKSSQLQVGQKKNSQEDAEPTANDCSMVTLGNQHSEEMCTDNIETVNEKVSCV
Vif inh: HIV Vif inhibition | HEK293T cells, Vif self-association by quenched fluorescence, imaging, 24 h | inhibition, % at 7.49 µM | 0.35% of 340,000 active | AID 602346; in the data active = inhibition above about 50%, passing the limit was not always enough; also: some results filed as inactive read as strong as hits
Exocytosis inh: blocks lytic granule exocytosis. 0.66% of 360,000 active. TALL-104 LAMP-1 surface exposure, flow cytometry; cells stimulated with thapsigargin and PMA. inhibition, % at 10 µM;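 active = inhibition above about 55%, limit read from the data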
aDG glyco act: increases alpha dystroglycan glycosylation; AID 624168; Pro5-aDG cells, alpha-DG glycosylation AlphaScreen (IIH6); 0% Pro5, 100% B10-LARGE cell signal; activation, % at 10 µM; 0.22% of 360,000 active;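 active = activation of at least 8% versus controls, or a plate z-score of at least 8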;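 also: Pro5 are CHO cells carrying HIG-tagged alpha-DG that lacks glycosylation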
CaV13 FRET inh: Primary screen for inhibitors of IQ motif and Ca2+-dependent inactivation inhibitor domain binding in CACNA1D, Förster resonance energy transfer in living cells, …. HEK cells, CFP/YFP FRET ICDI-IQ, plate reader, 10 min; percent FRET-ratio fall versus neutral wells. inhibition, % at 12.3 µM. 0.098% of 340,000 active. AID 743397;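 active = mean replicate inhibition of at least 30% and at least 1% of replicates passing that level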;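 also: 0% = median of the neutral control wells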
ABCB6 inh MLPCN: blocks the human ABCB6 transporter; Q9NP58; K562-ABCB6 porphyrin accumulation, flow cytometry, 1 h; hits give low values; fluorescence ratio to DMSO, % at 10 µM; 0.19% of 360,000 active; AID 602162;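 active = fluorescence ratio to DMSO below 75%, the collection mean minus 3 SD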;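 also: signal is porphyrin accumulated inside mitochondria; 100% equals median channel fluorescence of DMSO control wells; lower ratio means ABCB6 inhibition with less porphyrin fluorescence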
iPSC survival up: enhancers of human iPSC single-cell survival | hiPSC single-cell survival, ATPlite luminescence; 100% = ROCK inhibitor wells, 0% = DMSO | survival enhancement, % at 20 µM | 0.044% of 360,000 active; in the data active = survival enhancement above about 18%;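 also: cells exposed to compounds for 16 hours before the ATP read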
The depositor's hits bear a star; nt = no result given. This is a random part of the collection. About 3.1% of those tested had a hit in this group.

SMILES	PDI turbidity	N-glyco inh	H9c2 protect	HTR2A ag	Vif inh	Exocytosis inh	aDG glyco act	CaV13 FRET inh	ABCB6 inh MLPCN	iPSC survival up
CCCCCCCCCCn1c2c(c(=N)c3c1CCC3)CCC2	1	21	-21	-4	-3	49	0.7	nt	89	-5.3
CCOC(=O)c1[nH]c(C)c(C(=O)N(CC)CC)c1C	nt	1	5	3	10	0	-0.1	1	104	-1.0
CCN(CC)c1nc(N2CCN(CCO)CC2)nc2ccccc12	-10	-3	0	-7	-1	15	0.0	-5	96	-0.5
Cc1ccc(C(=O)NCCc2nnc3ccc(SCC(=O)Nc4ccccc4F)nn23)cc1	6	2	1	-3	nt	-5	-0.2	nt	97	-0.3
O=C1CC(c2ccccc2)Oc2ccc(Cl)cc21 (configuration not stated)	-19	4	3	-1	-3	-3	-0.2	-6	95	-2.6
CCOc1ccc(NC(=S)N(Cc2ccc(N(C)C)cc2)Cc2ccco2)cc1	12	-1	-12	-5	-6	-2	0.0	-9	95	0.6
O=C(OCc1nnc(-c2ccccc2)o1)C1CC(=O)N(CCc2ccccc2)C1 (configuration not stated)	-7	1	12	10	-1	-2	0.2	-2	101	-0.3
CC(C)c1ccc(NC(=O)CCS(=O)(=O)c2cccc3nonc23)cc1	5	0	-1	-5	10	7	0.0	-7	98	0.1
Nc1nonc1C(=O)NCCNC(=O)c1ccc(Cl)c(Cl)c1	16	4	5	3	-5	-5	-0.1	-2	100	-0.1
COc1ccccc1-c1nn2c(C(F)(F)F)nnc2s1	15	0	4	-2	-6	0	-0.2	-3	92	7.0
O=C(Cn1nnc2ccccc2c1=O)NC1CCCc2ccccc21 (configuration not stated)	-1	-1	0	-2	23	-1	0.4	-13	98	0.0
CCOc1ccc(/C=N/Nc2nncc(-c3ccccc3)n2)cc1OC	-5	7	39	1	-4	-1	-0.5	-2	96	-0.1
Cc1ccc(S(=O)(=O)c2c[nH]c3ccc(C)cc3c2=O)cc1	18	0	13	3	7	-2	0.0	-4	103	-0.2
Cc1ccc(NC(=S)NC2CCN(Cc3ccccc3)CC2)cc1	21	-1	-13	-11	-1	1	0.2	-4	100	-2.4
Cc1ccccc1N(C(=O)c1snc(C(N)=O)c1N)C(C(=O)NC1CCCCC1)c1ccc(O)cc1 (configuration not stated)	9	-12	5	0	7	9	-0.1	-2	95	-0.4
COC(=O)C(CC(=O)c1cccc(OC)c1)c1ccc(F)cc1 (configuration not stated)	0	-2	6	0	2	-3	0.7	-3	101	-0.2
COc1cccc(CN(C)C(=O)c2cccnc2SC)c1OC	7	1	-7	0	-4	-2	0.2	-6	93	0.3
COc1ccc(C2=NCCn3nc4cc(C(F)(F)F)ccc4c32)cc1	-2	4	-13	-5	3	6	-0.5	-11	100	0.6
Cc1cc(C)n(-c2nnc(C)n2NS(=O)(=O)c2ccc(F)cc2)n1	4	3	-4	2	3	-1	0.0	-8	95	-1.6
CSc1nsc(SCC(=O)Nc2ccc(C(C)=O)cc2)n1	-2	-1	-6	1	1	2	0.1	-5	107	-0.9

Three compounds already listed, ordered by molar mass, highest first.
SMILES	PDI turbidity	N-glyco inh	H9c2 protect	HTR2A ag	Vif inh	Exocytosis inh	aDG glyco act	CaV13 FRET inh	ABCB6 inh MLPCN	iPSC survival up
Cc1ccccc1N(C(=O)c1snc(C(N)=O)c1N)C(C(=O)NC1CCCCC1)c1ccc(O)cc1 (configuration not stated)	9	-12	5	0	7	9	-0.1	-2	95	-0.4
O=C(Cn1nnc2ccccc2c1=O)NC1CCCc2ccccc21 (configuration not stated)	-1	-1	0	-2	23	-1	0.4	-13	98	0.0
COc1cccc(CN(C)C(=O)c2cccnc2SC)c1OC	7	1	-7	0	-4	-2	0.2	-6	93	0.3

New compounds follow
SMILES	PDI turbidity	N-glyco inh	H9c2 protect	HTR2A ag	Vif inh	Exocytosis inh	aDG glyco act	CaV13 FRET inh	ABCB6 inh MLPCN	iPSC survival up
COc1ccc(C2NCCCC2c2ccccc2)cc1 (configuration not stated)	-4	2	0	-3	22	8	0.1	-9	79	-2.0
O=C(O)C1C2CCC(O2)C1C(=O)Nc1ccc(O)cc1 (configuration not stated)	0	2	6	5	-3	9	-0.1	-4	99	-0.7
O=C1NC(c2ccncc2)Nc2ccccc21 (configuration not stated)	-4	-1	nt	6	2	1	nt	nt	98	nt
C=CCn1c(SC2CCOC2=O)nc2sc(C)c(C)c2c1=O (configuration not stated)	-5	1	-11	2	22	-3	-0.3	-4	99	-2.2
COc1ccc(N=Nc2c(C)[nH][nH]c2=O)cc1	10	-2	1	-3	6	10	0.1	-1	93	-1.6
Cc1cc(C(=O)NN=C2CCCCC2)c2ccccc2n1	10	2	1	3	23	-3	0.1	-6	102	4.5
COC(=O)C1=C(C)N(CCCC(=O)O)C(=O)NC1c1cccc(Cl)c1Cl (configuration not stated)	-7	1	-4	1	-4	-12	-0.2	-5	99	-3.2
C=CCNC(=O)CSc1n[nH]c(-c2cc(Cl)ccc2OC)n1	4	3	2	-2	-4	0	0.6	-2	101	-0.5
O=C(c1cc2nc(-c3cccs3)cc(C(F)(F)F)n2n1)N1CCCc2ccccc21	-18	-1	-17	3	-5	1	-0.4	-5	93	2.8
C/C(=N\Nc1ccccc1Cl)c1ccc(-n2ccnc2)cc1	4	4	13	-1	-4	-2	0.0	-1	99	-0.3
NS(=O)(=O)c1ccc(CNC(=O)C2CCCN2C(=O)c2cccs2)cc1 (configuration not stated)	-45	4	3	-7	10	4	0.3	-6	103	-0.3
COc1ccc(S(=O)(=O)NCCC(=O)NCc2ccc(F)cc2)cc1	-1	2	-3	-1	30	-3	-0.1	-10	103	1.2
CCOC(=O)NC(Nc1cc(C)on1)(C(F)(F)F)C(F)(F)F	0	1	-1	1	2	0	1.1	-4	99	-1.2
COc1ccccc1NC(=O)N1CCc2[nH]c3ccc(F)cc3c2C1	-2	1	0	-9	2	0	-0.1	nt	97	-1.5
CC(C)(C)OC(=O)NCCCCCNC(=O)c1[nH]cnc1C(=O)Nc1ccon1	3	4	10	-3	-10	-19	0.2	-4	96	-1.4
CN(CC(=O)NCc1ccc(Cl)cc1)S(=O)(=O)c1cccc2nsnc12	10	1	-3	-5	0	2	-0.2	-5	90	-1.0
Cc1cccc(C)c1Nc1nnc(SCC(=O)NCCCN2CCCC2=O)s1	11	2	1	1	0	5	0.0	-5	100	-0.2
COc1ccc2sc(-c3ccccc3OC)c(C#CCCO)c2c1	-3	-1	-4	-2	nt	-4	0.0	-12	102	-0.9
O=C(CN1C(=O)C2C3C=CC(C3)C2C1=O)OCC(=O)c1ccccc1 (configuration not stated)	12	-2	0	6	4	-4	-0.3	-3	92	-1.3
Cc1cc(C)cc(NC(=O)Cn2cnc3c(nnn3Cc3ccc(F)cc3)c2=O)c1	5	-1	1	0	nt	0	-0.1	-5	105	-1.4
CN1CCC(N(C)C(=O)c2ccc(Cl)c(S(=O)(=O)Nc3ccc(Cl)cc3)c2)CC1	15	3	13	6	8	-2	-0.3	-6	93	1.7
CCOC(=O)c1cnc(SC)nc1Oc1cccc(NC(=O)c2cccc(Cl)c2Cl)c1	-1	3	71*	-4	35	-18	0.2	nt	96	-2.5
CCN(CC)S(=O)(=O)c1cccc(NC(=O)COC(=O)c2cc(C)oc2C)c1	6	1	-19	-1	-5	-1	0.1	-5	90	-0.3
CC(=O)Oc1ccc(N(C(C)=O)S(=O)(=O)c2cc([N+](=O)[O-])ccc2C)cc1	20	2	1	5	3	1	0.0	-4	103	1.2
Cc1c(NC(=O)CN2CCN(C(c3ccccc3)c3ccccc3)CC2)c(=O)n(-c2ccccc2)n1C	7	1	3	4	7	-2	-0.1	-6	99	1.8
O=C(NCc1nc(-c2ccc(Cl)cc2)no1)c1ccco1	-1	-2	-2	0	-5	0	-0.1	-3	93	-0.5
CCOc1ccc(S(=O)(=O)N2CCCCC2)cc1NC(=O)CC1OC(=O)c2ccccc21 (configuration not stated)	-7	3	4	-2	-10	9	0.1	-5	99	0.3
Cc1ccc(C)c(CSc2nnc(CCN)o2)c1	-3	-1	3	-1	10	-6	0.2	-4	98	-0.6
CNC[C@H]1Oc2cc(Br)ccc2S(=O)(=O)N([C@H](C)CO)C[C@H]1C	-6	1	-2	-2	0	5	0.0	-7	97	-1.1
O=C(Nc1nccs1)c1ccc(COc2ccc(Cl)cc2)o1	-2	6	2	0	1	-2	0.2	-9	92	-3.5
CN(C)S(=O)(=O)c1ccc(NC(=O)CN2CCc3ccccc32)cc1	5	2	-5	-2	-4	0	0.0	4	98	2.6
Cc1c(C=O)c2ccccn2c1C(=O)c1cccc([N+](=O)[O-])c1	2	-3	18	-3	4	0	0.0	-1	96	0.8
COc1ccc2cc(C3(C)NC(=O)N(CC(=O)NCC(F)(F)F)C3=O)ccc2c1 (configuration not stated)	-50	19	2	-2	-11	-7	0.0	-4	92	2.0
COc1cccc(OC)c1C(=O)NC(=S)Nc1cccc(NC(=O)c2ccco2)c1	-2	-4	5	-4	-6	2	0.2	-6	95	0.5
CC(C)[C@H](NC(=O)[C@H](CCCN=C(N)N)NC(=O)NC(Cc1ccccc1)C(=O)O)C(=O)NC(C=O)CCCN=C(N)N (some centres not stated)	2	-1	3	1	-10	2	-0.2	-6	101	0.6
Cc1ccc(-c2cc3nc(NCCc4ccncc4)n(C)c(=O)c3s2)cc1	-2	-4	-3	1	32	9	0.6	-5	100	-1.5
COc1ccc(CCNC(=O)CCN2C(=O)[C@@H]3Cc4ccccc4CN3C2=O)cc1	-6	0	6	5	13	26	-0.4	-15	98	-0.1
COCCNC(=O)c1cccc(S(=O)(=O)N2CC3(C)CC2CC(C)(C)C3)c1 (configuration not stated)	-5	-1	0	1	13	5	-0.1	-5	96	-0.3
COc1ccc(OC)c(N2CC(O)(c3ccccc3)[N+]3=C2SCCC3)c1 (configuration not stated)	5	-2	-10	-4	-7	-1	0.0	-1	95	-0.3
CCOC(=O)N1CCN(CC(O)COCC2=CCC3CC2C3(C)C)CC1 (configuration not stated)	4	2	-5	-2	20	-1	0.4	-3	99	0.9
COCCNC(=S)N/N=C(\C)c1ccc(-n2ccnc2)cc1	1	0	-2	0	2	-2	3.5	-8	97	4.4
Nc1ccc2nn(-c3ccc(F)cc3)nc2c1	0	0	-21	-3	4	0	0.6	-4	102	-0.3
COc1cccc(C(=O)N(c2ccc(C)cc2)C2C=CS(=O)(=O)C2)c1 (configuration not stated)	0	1	0	3	3	-1	-0.4	-4	98	-0.2
COc1ccc(C(=O)Nc2ccc(S(=O)(=O)Nc3cc(C)nc(C)n3)cc2)c(OC)c1	-8	0	14	-3	-3	-1	-0.1	nt	102	4.2
CCOc1ccc(S(=O)(=O)NCCC(=O)NC2CCN(Cc3ccccc3)CC2)cc1	-2	-1	-2	-7	0	0	-0.3	-5	96	-0.5
O=C(c1ccccc1)n1c(=S)nc2ccccn21	-3	-8	-26	0	-8	-4	-0.1	nt	114	-5.3
COC(=O)c1nc(-c2ccccc2)nc(-c2ccccc2)c1C(=O)OC	-1	1	2	3	1	1	-0.1	6	93	-0.3
O=C(CCNC(=O)c1ccccc1Cl)Nc1ccc(Br)c(C(F)(F)F)c1	3	2	-2	1	-4	0	0.3	-4	103	-2.0
Cc1ccc(NC(=O)C2CCCN(S(=O)(=O)c3c(C)noc3C)C2)c(C)c1 (configuration not stated)	5	0	9	3	-15	0	0.3	-3	93	1.6

Assay outcomes as filed in PubChem.
